TGFb SMAD3 inh: blocks TGF-b signaling | Potency, µM (top dose mostly 46.1 µM), inactives show top-dose activity, negative = inhibition, hits mostly inhibitors | hit rate 1.2% among 410,000 | HepG2 CAGA-GFP TGF-b/SMAD3 reporter, GFP fluorescence, 18 h; TGF-beta stimulated, 500 pg/mL final | AID 588855; also: potency is read from the fitted curve at half-maximal effect; % is scaled to controls: 0 for no effect and ±100 for the full control effect; nearly all actives have a fitted effect of over 65% in size
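Using HEPG2 CAGA-GFP reporter cells at 1000 cells/well, we pinned test compounds, stimulated with recombinant TGF-beta (500 pg/mL final) and measured total well GFP after 18 h.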
S2 tox: viability counter-screen for ATXN expression inhibitors; S2 cells (HEK-293 line with an ATXN2-luciferase reporter) viability, CellTiter-Fluor protease fluorescence, 24 h; Potency, µM (highest dose often 56.7 µM), actives largely listed as cytotoxic; hit rate 0.49% among 400,000; AID 651635; also: potency is read from the fitted curve at half-maximal effect; nearly all actives have a fitted effect of over 40% in size
CCT modulator: changes cytosolic chaperonin activity; activity change, % (concentration not given with the values), hits read low; hit rate 0.3% among 360,000; AID 651819; purified chaperonin ATPase assay, HTRF ADP detection, 30 min; in the data active = activity change below about -30%; also: % is scaled to controls: 0 for no effect and ±100 for the full control effect
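TRiC (40 or 20 nM final, by batch activity) in 30 mM Tris pH 7.4, 100 mM KCl, 5 mM MgCl2, 1 mM DTT was treated with compound at 76 uM single dose, then 10 uM ATP, 30 min at 37 °C. ADP was read by HTRF Transcreener.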
Nrf2 activator: Nrf2 pathway activation; Potency, µM (series often up to 46.1 µM), for the others: top-dose activation, hits mostly activators; AREc32 ARE-luciferase reporter (MCF7-derived line), luminescence, 24 h; hit rate 0.31% among 410,000; also: potency is read from the fitted curve at half-maximal effect; % of control where 0% means no effect; nearly all actives have a fitted effect of over 65% in size
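For detection, Steady-Glo was added and plates sat 30 min at RT; before that, AREc32_Fluc cells grown overnight in OPTI-MEM/5% FBS had been treated with 23 nL compound for 24 hr at 37 deg C.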
Akt phos inh: blocks phosphorylation of Akt; Neuro2A IGF-stimulated pAkt S473 HTRF, 20 min; hits give low values; activity change, % for hits at 50 µM; hit rate 0.32% among 360,000; AID 651550; in the data active = activity change below about -80%; inconclusive = mostly about -51% to -80%; also: % is scaled to controls: 0 for no effect and ±100 for the full control effect
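Single-point screen (50 µM final compound) in Neuro2A cells stimulated 20 min with 6 nM IGF at 37 deg C. After lysis, Ser473-phosphorylated Akt read by HTRF (ex 330 nm, em 615/665 nm) as the 665/615 ratio.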
Mm-Cpn inhibitor: blocks the Methanococcus maripaludis chaperonin Mm-Cpn; hit rate 0.031% among 330,000; Potency, µM (series often up to 76.9 µM), for inactives: at the top dose activity, negative = inhibition, actives largely listed as inhibitors; purified Mm-Cpn ATPase, ADP Transcreener TR-FRET; also: potency is read from the fitted curve at half-maximal effect; % is scaled to controls: 0 for no effect and ±100 for the full control effect; nearly all actives have a fitted effect of over 80% in size
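Reaction buffer contained 30 mM Tris pH 7.4, 100 mM KCl, 5 mM MgCl2 and 1 mM DTT. Mm-CPN (25 nM final) hydrolysed 10 uM ATP over 30 min at 37°C; ADP was read by HTRF.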
A549 tox: counter-screen for Nrf2 inhibitors: cytotoxicity in A549 cells. Potency, µM (series often up to 46 µM), for inactives: top-dose activity change, negative = cytotoxicity, hits mostly inhibitors. hit rate 0.16% among 390,000. A549 ARE-Fluc cells, CellTiter-Fluor viability, 18-24 h. AID 504648; also: potency is read from the fitted curve at half-maximal effect; % is scaled to controls: 0 for no effect and ±100 for the full control effect
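A549 ARE-Fluc cells in 5% FBS OPTI-MEM, 5000 cells/well, rested 2 h then exposed to compounds in concentration-response for 18-24 h at 37 °C. Viability by CellTiter-Fluor fluorescence (Ex 405/Em 525) after 30 min; luciferase luminescence (BugLite, 15 min, RT) read afterwards.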
HepG2 tox: HepG2 cytotoxicity, counter-screen for TGF-b inhibitors; HepG2 CAGA-GFP viability, ATP luminescence, 18 h; hit rate 0.76% among 410,000; Potency, µM (highest dose often 46.1 µM), for the others: top-dose activity change, negative = cytotoxicity, actives largely listed as cytotoxic; also: potency is read from the fitted curve at half-maximal effect; some results filed as inactive show a strong effect at the top dose
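CellTiter-Glo luminescence gave cytotoxicity after 18 hours at 37 degrees C. The cells were HepG2 CAGA-GFP in 1% FBS DMEM, stimulated with 500 pg/mL TGF-beta after compound addition. %Activity was normalised to no-cell wells (complete cell-killing) and DMSO (no toxicity), and curves were fitted and classified.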
Nrf2 block: blocks Nrf2 signaling; A549 ARE-Fluc reporter, luciferase luminescence, 18-24 h; Potency, µM (doses to about 46 µM), inactives show at the highest dose activity change, negative = inhibition, most hits filed as inhibitors; hit rate 2.1% among 360,000; AID 504444; also: potency is read from the fitted curve at half-maximal effect; % is scaled to controls: 0 for no effect and ±100 for the full control effect; nearly all actives have a fitted effect of over 60% in size
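Concentration-response testing used A549 ARE_Fluc cells at 5000 cells/well. Following an 18-24 h compound incubation, viability was read by fluorescence (Ex 405/Em 525) and luciferase output by luminescence.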
* marks the source's active call; other numbers are inactive results; i = inactive; ? = inconclusive; . = no result given; & = joins results of further samples; [ ] = remark or other dose. Unless noted, calls follow the shape of the dose curve; as a rule, active = well fitted curve in the direction sought with a large enough effect; inconclusive = small, poorly fitted or top-dose-only effect, or another doubt; inactive = no such curve, though single readings can be large; an effect the other way counts as inactive or inconclusive. Compounds as they come, and some 4.4% of all compounds hit somewhere here.

SMILES	TGFb SMAD3 inh	S2 tox	CCT modulator	Nrf2 activator	Akt phos inh	Mm-Cpn inhibitor	A549 tox	HepG2 tox	Nrf2 block
Cc1ccc(C(=O)NC(C)C(c2cccs2)N2CCOCC2)cc1C (configuration not stated)	-18.4%	i	-2.3	-0.9%	i	.	.	-48.6%	.
O=C(NCc1ccccc1)c1cccn1-c1nnc(N2CCCCC2)s1	-5.3%	.	.	0.7%	.	.	-4.0%	-20.0%	-4.4%
COc1ccc(NC(=O)Nc2cc(C)ccc2OC)cc1	4.7%	i	0.6	3.2%	i	-2.7%	-13.2%	0.6%	0.5%
Cc1cccc(C(=O)N2CCN(c3ccc([N+](=O)[O-])c(N4CCOCC4)c3)CC2)c1	?	i	-0.6	1.6%	i	0.6%	-17.5%	2.6%	-25.8%
COc1cc2[nH]c(=O)n(Cc3ccc(C(=O)NCc4ccc(C)cc4)cc3)c(=O)c2cc1OC	0.9%	i	.	-0.8%	.	.	2.1%	2.1%	-16.8%[9.27 µM]
CCNc1cc(N2CCN(S(=O)(=O)c3ccc4c(c3)CCCC4)CC2)ccc1[N+](=O)[O-]	17.5%	?	-0.6	-0.6%	.	-0.2%	-3.1%	-0.7%	.
CCN(CCn1cccn1)C(=O)CC1C(=O)NCCN1Cc1ccc(F)c(F)c1 (configuration not stated)	-7.0%	i	-7.9	-0.3%	i	4.0%	-4.8%	16.0%	4.2%
CCCn1c(=O)c2ccccc2n2c(SCC(=O)c3ccc(CC)cc3)nnc12	27.3%	?	-2.4	-0.5%	i	-0.5%	1.1%	17.4%	3.5%
CCOc1cccc(=O)c2c(C)n(C)c(C)c12	-3.3%	i	-0.7	2.9%	i	-4.1%	-4.3%	-17.5%	1.8%
CCC(C)(C)NC(=O)Cn1c(=O)oc2cc(S(=O)(=O)N3CC(C)CC(C)C3)ccc21 (configuration not stated)	-8.9%	i	-1.6	-1.0%	i	1.7%	-7.5%	2.3%	-26.1%
Cc1ccc(-n2c(-c3ccccc3)n[nH]c2=S)cc1	0.0%	i	0.1	-1.1%	i	-19.5%	-4.5%	-32.5%	-2.4%
CCOc1cc(/C=N/OC(C)=O)ccc1OCc1ccccc1	-6.4%	i	-0.9	3.0%	i	1.3%	3.6%	-3.3%	18.0%
CCC(=O)Nc1ccc2nc(C)n(Cc3ccccc3Cl)c(=O)c2c1	-6.2%	i	-2.0	-0.1%	i	0.7%	0.4%	-5.9%	-1.5%
CC(NC(=O)CSc1nnc(CC(=O)Nc2ccc(Cl)c(Cl)c2)n1C)c1ccccc1 (configuration not stated)	-14.0%	i	-0.2	0.3%	i	-0.1%	13.9%	-1.5%	-4.9%
Cc1cc(C)cc(C(=O)N(CCc2ccccc2)C2=CC3CCC(C2)N3C)c1 (configuration not stated)	-1.6%	i	1.8	0.0%	i	0.5%	-2.0%	-19.1%	14.1%
COc1ccc2c(CC(=O)OCC(=O)Nc3ccccc3[N+](=O)[O-])coc2c1	-7.4%	i	-2.3	-0.4%	i	-1.3%	-2.9%	-0.2%	-7.9%
Cn1nnnc1SCC(=O)N1N=C(c2ccc(Cl)cc2)CC1c1ccco1 (configuration not stated)	?	?	3.0	3.6%	i	1.2%	12.1%	-15.7%	-13.9%
Cc1nn(C)c(NC(=O)c2ccc([N+](=O)[O-])cc2)c1Cl	3.6%	i	3.0	-0.3%	i	-1.6%	0.7%	-8.0%	3.0%
Cc1cc2c(cc1S(N)(=O)=O)S(=O)(=O)CCC2	6.8%	i	-0.7	0.1%	i	-2.1%	-3.9%	4.1%	4.3%
O=[N+]([O-])c1ccc2nc(-c3ccc(OC(F)F)cc3)cn2c1	-12.5%	?	0.6	7.0%	i	0.0%	0.4%	1.9%	3.7%
CCN(CCCNC(=O)C1CCC(=O)N1C1CCCC1)c1cccc(C)c1 (configuration not stated)	-14.1%	i	-3.6	-0.5%	i	-1.0%	8.4%	-48.0%	-3.2%
Cc1cc(=O)oc2c(C)c(OCC(=O)NC3CC(C)(C)NC(C)(C)C3)ccc12	13.7%	i	-3.3	0.3%	i	-1.6%	0.8%	-14.3%	11.5%
COCCCNC(=S)Nc1ccc(N2CCCCC2)cc1	-8.6%	i	0.8	1.7%	i	-4.4%	12.7%	0.9%	7.9%
CCN(C(=O)CSc1nncs1)c1c(N)n(Cc2ccccc2)c(=O)[nH]c1=O	2.9%	i	3.3	-0.6%	i	0.4%	6.7%	4.6%	28.9%
CNC(=O)CSc1nc2cccnc2n1C1CCCCC1	18.0%	i	1.5	8.1%	i	-2.6%	-0.3%	2.7%	5.1%
COc1ccc(-c2noc(=O)[nH]2)cc1	3.6%	i	1.4	0.3%	i	3.6%	0.3%	-3.1%	13.2%
Cc1n[nH]c(=S)n1/N=C/c1ccc(OCc2ccc(Cl)cc2)cc1	-10.2%	i	-1.4	4.2%	i	-10.9%	-12.2%	-39.0%	-11.6%
COc1ccccc1Nc1ncccc1C(=O)O	29.9%	i	-3.1	-0.9%	i	0.4%	7.7%	-1.5%	6.4%
CCc1cccc(N(C(=O)c2csnn2)C(C(=O)NC2CCCC2)c2cccnc2)c1 (configuration not stated)	8.2%	i	1.0	-0.3%	i	-2.2%	-2.8%	-0.1%	8.4%
COc1cccc(NC(=O)c2oc3ccccc3c2NC(=O)c2ccccc2C)c1	-0.8%	i	.	0.9%	.	.	2.0%	-30.3%	-11.4%
O=C(O)CSCc1cnn(-c2ccccc2)c1-n1cccc1	-2.2%	i	1.4	1.9%	i	-4.4%	1.5%	-19.9%	20.4%
CCOc1ccc(NC(=O)C(C)n2c(=O)cc(-c3ccccc3)c3c(C)nn(C)c32)cc1 (configuration not stated)	-13.0%	i	.	0.2%	.	.	-10.8%	-2.3%	6.0%
Nc1ccc(S(=O)(=O)N2CCCC2)cc1	-0.7%	i	0.3	-0.3%	i	0.6%	0.5%	1.3%	-14.2%
O=C1C(Cc2ccccc2)Nc2ncnc(N3CCOCC3)c2N1Cc1ccc(Br)cc1 (configuration not stated)	-6.9%&-3.6%	?	-3.8&0.3	0.6%&0.9%	i	2.3%	-2.3%	-14.6%&2.4%	?
O=C(c1ccc2c(c1)[nH]c(=S)n1c3ccccc3nc21)N1CCN(c2ncccn2)CC1	8.0%	i	-0.7	-0.2%	i	-3.6%	-2.3%	-15.1%	?
CCCc1cc(=O)oc2cc(C)cc(OCC(=O)NC3CC3)c12	7.5%	i	-1.0	-0.3%	i	-15.0%	-0.2%	-24.1%	-16.5%
COc1ccc(C2CC(=O)c3cc(OC)c(OC)cc32)cc1OC (configuration not stated)	-1.2%	i	-5.1	-0.6%	i	-0.3%	5.5%	20.4%	0.6%
COc1ccc(-c2nc3c4ccccc4ccn3c2Cc2ccccc2)cc1OC	?	.	0.2	11.9%	i	.	.	-54.3%	.
CCc1ccc(CN(C)C(=O)C2CCC(=O)N(CCc3ccc(OC)cc3)C2)nc1 (configuration not stated)	1.0%	i	-2.7	-0.5%	i	-5.6%	-0.1%	-7.7%	-3.5%
O=C(Nc1nc2c(F)cccc2s1)c1ccc([N+](=O)[O-])o1	3.6%	i	-2.0	10µM*	i	-1.7%	4.5%	-20.1%	15.8%
CCc1ccc(N/C(SCc2cccc(F)c2)=C(/C#N)C(=O)NCc2ccco2)cc1	-24.3%	i	-4.2	4.9%	i	2.0%	3.0%	-10.5%	?
CCOC(=O)C1C(=O)CC(C)(O)C(C(=O)OCC)C1/C=C/c1ccccc1 (configuration not stated)	-23.8%	i	-3.6	-0.5%	i	0.5%[15.4 µM]	-3.5%	-8.7%	-0.3%
COC(=O)c1ccc(Cn2nnc3sc4c(c3c2=O)CCC(C)C4)cc1 (configuration not stated)	5.5%	i	.	3.5%	.	.	-7.3%	1.8%	?
Cc1cc(C)c2c(-n3cccc3)c(C(=O)NNS(=O)(=O)c3ccccc3)sc2n1	-0.4%	i	0.7	1.7%	i	1.3%	2.6%	-8.2%	0.4%
CSc1nnc(N2C(=O)C(O)=C(C(=O)c3ccco3)C2c2cccc(Cl)c2)s1 (configuration not stated)	29.9%	i	-0.1	-0.2%	i	-10.5%	11.5%	-5.4%	-0.5%
O=C(NC1CC1)c1ccc(-c2ccc3nccn3c2)cc1	11.6%	i	1.4	3.3%	i	.	.	-47.4%	.
CC(Sc1nnc(-c2ccco2)n1C)C(=O)Nc1ccc(N2CCOCC2)cc1 (configuration not stated)	6.8%	i	0.0	0.3%	i	0.2%	1.8%	0.3%	-1.7%
Cc1cccc(C)c1NC(=O)CN(C)C(=O)c1ccc2c(=O)n3c(nc2c1)CCC3	7.8%	i	-0.2	0.1%	i	-1.8%	6.1%	-21.2%	-11.3%

Among those listed so far, 3 contain a thiophene ring, fused or not:
SMILES	TGFb SMAD3 inh	S2 tox	CCT modulator	Nrf2 activator	Akt phos inh	Mm-Cpn inhibitor	A549 tox	HepG2 tox	Nrf2 block
Cc1ccc(C(=O)NC(C)C(c2cccs2)N2CCOCC2)cc1C (configuration not stated)	-18.4%	i	-2.3	-0.9%	i	.	.	-48.6%	.
COC(=O)c1ccc(Cn2nnc3sc4c(c3c2=O)CCC(C)C4)cc1 (configuration not stated)	5.5%	i	.	3.5%	.	.	-7.3%	1.8%	?
Cc1cc(C)c2c(-n3cccc3)c(C(=O)NNS(=O)(=O)c3ccccc3)sc2n1	-0.4%	i	0.7	1.7%	i	1.3%	2.6%	-8.2%	0.4%

Bioassay records from PubChem.
